Screening data as filed in PubChem BioAssay.
MITF inh: MITF inhibitors, primary screen, biochemical, AlphaScreen, human. Microphthalmia-associated transcription factor (Homo sapiens), O75030. inhibition, % at 2.6 µM. hit rate 0.91% among 650,000. AID 1259374, 2018. AlphaScreen MITF homodimerization, bead proximity signal; in the data active = inhibition above about 50%;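 also: 0% = vehicle wells with protein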
Target sequence (O75030 whole entry, looked up): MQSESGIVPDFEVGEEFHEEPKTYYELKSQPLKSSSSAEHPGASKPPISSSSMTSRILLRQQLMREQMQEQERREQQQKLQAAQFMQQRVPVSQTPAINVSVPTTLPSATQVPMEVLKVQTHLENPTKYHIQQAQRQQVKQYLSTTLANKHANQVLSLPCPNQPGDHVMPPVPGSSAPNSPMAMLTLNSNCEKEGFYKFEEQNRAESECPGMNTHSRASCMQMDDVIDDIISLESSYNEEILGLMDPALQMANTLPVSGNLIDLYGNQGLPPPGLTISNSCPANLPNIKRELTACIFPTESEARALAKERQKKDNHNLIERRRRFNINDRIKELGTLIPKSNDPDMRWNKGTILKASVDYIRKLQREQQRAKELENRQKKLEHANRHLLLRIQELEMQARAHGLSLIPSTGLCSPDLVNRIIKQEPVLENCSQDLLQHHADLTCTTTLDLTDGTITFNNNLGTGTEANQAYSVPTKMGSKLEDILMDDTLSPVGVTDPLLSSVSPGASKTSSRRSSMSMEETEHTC
TEAD-YAP block: TEAD-YAP interaction inhibition, primary screen, TEAD-YAP interaction inhibitor project, luminescence, HEK-TIYL cells; TEAD-Gal4/YAP UAS-luciferase luminescence; inhibition, % at 9.12 µM; hit rate 1.4% among 640,000; in the data active = inhibition above about 32%;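 also: 0% = median of test compound wells and 100% = reference inhibitor wells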
FBW7 act: FBW7 E3 ligase activators, primary screen, biochemical, AlphaScreen, human | normalized activity (activation), % at 26.1 µM | AlphaScreen FBW7–phospho-cyclin E peptide binding, activator screen | hit rate 0.13% among 650,000 | F-box/WD repeat-containing protein 7 (Homo sapiens), Q969H0; in the data active = normalized activity above about 1.9%;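 also: purified mutant Fbw7 with reduced substrate affinity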
GPR151 ag: activators of human GPR151, primary screen, cell-based, PathHunter beta-arrestin, luminescence; G-protein coupled receptor 151 (Homo sapiens), Q8TDV0; PathHunter beta-arrestin GPR151 cells; activation, % at 11.2 µM; hit rate 1% among 650,000; AID 1508602, 2020; in the data active = activation above about 4.9%;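 also: 0% = median of compound wells and 100% = cells with positive control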
Target sequence (Q8TDV0 whole entry, looked up): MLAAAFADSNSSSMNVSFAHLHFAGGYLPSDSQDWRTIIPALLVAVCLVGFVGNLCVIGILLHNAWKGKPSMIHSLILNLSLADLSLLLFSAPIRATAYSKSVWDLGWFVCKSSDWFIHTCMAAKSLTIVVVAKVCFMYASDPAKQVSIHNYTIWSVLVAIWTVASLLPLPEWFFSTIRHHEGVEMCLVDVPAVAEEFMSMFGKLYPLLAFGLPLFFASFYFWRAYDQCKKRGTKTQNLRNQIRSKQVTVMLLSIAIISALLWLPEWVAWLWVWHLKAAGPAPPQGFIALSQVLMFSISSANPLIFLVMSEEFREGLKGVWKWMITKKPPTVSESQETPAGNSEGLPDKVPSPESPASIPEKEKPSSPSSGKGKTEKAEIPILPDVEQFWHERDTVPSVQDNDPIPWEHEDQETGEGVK
* = called active by the depositor.

SMILES	MITF inh	TEAD-YAP block	FBW7 act	GPR151 ag
CC(=O)Nc1ncc2c(n1)CC(c1ccco1)CC2=O (stereo not given)	-1	-8	-0.1	1.0
Cc1ccc(C(C(=O)Nc2ccc3c(c2)OCCO3)N(C)C(=O)CCc2cc(C(C)(C)C)c(O)c(C(C)(C)C)c2)cc1 (stereo not given)	-1	-28	-0.1	0.2
Cc1ccc(C)c(NCC(=O)NNC(=S)Nc2ccccc2)c1	15	-2	0.0	-0.3
Nc1c(C(=O)Nc2ccc(F)cc2)nnn1-c1cccc(C(F)(F)F)c1	2	-7	-0.2	0.6
CCC(=O)Nc1cc2nn(-c3ccc(Cl)cc3)nc2cc1C	9	30	-0.1	0.7
COCC(C)NC(=O)C1=CC(c2cccs2)=NS(=O)(=O)N1C (stereo not given)	3	13	0.1	3.1
O=C(c1ncoc1-c1cccc(F)c1)N1CCN(Cc2ccc3c(c2)OCO3)CC1	2	-5	0.0	0.0
CCOC(=O)C(Cc1ccccc1)N1C(=O)c2ccccc2C1=O (stereo not given)	-3	-1	0.1	1.8
Cc1c(C(=O)OCc2ccccc2F)nnn1-c1ccc(Cl)cc1	-4	-3	-0.1	0.0
NC(=O)C1CCN(c2nc(C3CC3)nc3c2nnn3Cc2ccccc2)CC1	-7	-10	-0.1	-0.7
COc1ccccc1NC(=O)C1C(C)Nc2ncnn2C1c1ccc(OC)c(OC)c1 (stereo not given)	-4	0	0.1	2.3
CC1CCCN(S(=O)(=O)c2cccc3nonc23)C1 (stereo not given)	-3	-3	-0.2	-1.4
Cc1ccc(S(=O)(=O)N2CCN(C(=O)c3ccc([N+](=O)[O-])cc3)C2C(C)C)cc1 (stereo not given)	8	8	0.9	-0.6
COc1ccc(CNC(=O)C(C)n2c3ccccc3c3nc(=O)cc(C)n32)cc1 (stereo not given)	-1	2	-0.2	0.3
CCn1c(=O)c2ccccc2n2c(SCC(=O)N3CCc4ccccc43)nnc12	15	4	0.0	-0.3
CC1=C(C(=O)Nc2ccccc2)C(c2ccccc2Cl)n2nnnc2N1 (stereo not given)	1	4	-0.1	0.8
Cc1cc(C)c(NC(=O)C(C)Sc2nc3ccc(NC(=O)c4ccccc4Cl)cc3s2)c(C)c1 (stereo not given)	5	-5	0.1	0.5
CC(=O)c1ccc(NC(=O)COC(=O)c2cc(-c3ccc(C)o3)nc3ccccc23)cc1	-34	9	-0.1	-0.3
Cc1cnc(C)c(-c2ccc3c(c2)CC(CNC(=O)c2ccc(OC(C)C)cc2)O3)n1 (stereo not given)	-8	0	0.1	1.0
CS(=O)(=O)N1CCN=C1SCc1ccc(Cl)cc1	7	5	0.2	-1.5

Shown bar-delimited: part of the list above.
compound | MITF inh | TEAD-YAP block | FBW7 act | GPR151 ag
Nc1c(C(=O)Nc2ccc(F)cc2)nnn1-c1cccc(C(F)(F)F)c1 | 2 | -7 | -0.2 | 0.6
CCC(=O)Nc1cc2nn(-c3ccc(Cl)cc3)nc2cc1C | 9 | 30 | -0.1 | 0.7

Next section.
SMILES	MITF inh	TEAD-YAP block	FBW7 act	GPR151 ag
CCOC(=O)C1C(=O)NC(SC)=C(C#N)C1c1ccccc1[N+](=O)[O-] (stereo not given)	3	13	-0.1	0.2
O=C(NCc1cccnc1)c1nnc(-c2cccc(Cl)c2)o1	9	-2	0.2	3.3
Cc1ccccc1Nc1nc(N)nc(COC(=O)c2ccc3c(c2)OCCO3)n1	10	-6	0.1	2.7
Cn1c(=O)sc2cc(Br)ccc21	3	-6	0.0	2.5
O=C(/C=C/c1c(F)cccc1Cl)Nc1ccc2c(c1)OCO2	37	-65	0.2	2.0
CCOC(=O)N1CCN(C(=O)CN(c2ccc(Br)cc2)S(C)(=O)=O)CC1	0	8	1.1	-0.6
CCCCCCN1C(=O)C2C(C(=O)Nc3ccc(Br)cc3)C3C=CC2(O3)C1C(=O)NC1CCCCC1 (stereo not given)	-9	-3	0.1	2.9
CC(C)c1nc(CNc2nc3nonc3nc2N(C)C)cs1	15	3	0.1	6.8*
Cc1nc2sc(C(c3ccccc3)N3CCC(O)CC3)c(O)n2n1 (stereo not given)	11	-5	0.4	-1.1
CCc1ccccc1NS(=O)(=O)c1c[nH]c(C(=O)OC)c1	-7	-4	-0.1	3.5
O=S(=O)(O)CCc1cccc[n+]1CCO	27	0	0.9	-1.7
CCc1nc2sccn2c(=O)c1C(=O)NC(C)C	-1	7	-0.1	-0.3
O=C(C(=O)c1ccc(O)cc1)c1ccccc1	-4	6	0.1	-0.8
CC[C@@H](Cn1nc(-c2cccs2)ccc1=O)NC(=O)Cn1nc(C)c2ccccc2c1=O	-4	-5	0.0	0.1
CCn1cnc2cc(NCc3ccncc3)ccc21	-5	-5	-0.4	0.5
COCC(C)NC(=O)c1cc2ccccc2oc1=O (stereo not given)	12	-17	-0.1	-1.3
CC(O)CC(C)(C)NC(=S)Nc1ccc(N(C)C)cc1 (stereo not given)	0	-38	-0.3	-0.1
CCCCCCCNC(=O)/C(=C\c1ccccc1)NC(C)=O	8	-2	-0.2	-1.2
O=C(Nc1ccc(F)cc1)C1(c2cccs2)CCOCC1	5	5	0.9	-0.9
Cc1cccc(CCN(C(=O)c2csnn2)C(C(=O)NC(C)(C)C)c2ccc(C)o2)c1 (stereo not given)	-15	-2	0.0	0.4

Whole records as entered above:
CCn1c(=O)c2ccccc2n2c(SCC(=O)N3CCc4ccccc43)nnc12 is listed as MITF inh: 15; TEAD-YAP block: 4; FBW7 act: 0.0; GPR151 ag: -0.3
CCc1ccccc1NS(=O)(=O)c1c[nH]c(C(=O)OC)c1 is listed as MITF inh: -7; TEAD-YAP block: -4; FBW7 act: -0.1; GPR151 ag: 3.5

Reformatted with values under each structure: part of the list above.
Below each compound: MITF inh | TEAD-YAP block | FBW7 act | GPR151 ag
> CC1CCCN(S(=O)(=O)c2cccc3nonc23)C1 (stereo not given)
 : -3 | -3 | -0.2 | -1.4
> Cc1ccc(S(=O)(=O)N2CCN(C(=O)c3ccc([N+](=O)[O-])cc3)C2C(C)C)cc1 (stereo not given)
 : 8 | 8 | 0.9 | -0.6
> COc1ccc(CNC(=O)C(C)n2c3ccccc3c3nc(=O)cc(C)n32)cc1 (stereo not given)
 : -1 | 2 | -0.2 | 0.3

(more compounds)
SMILES	MITF inh	TEAD-YAP block	FBW7 act	GPR151 ag
CC1=C(C(=O)OC2CCCCC2)C(c2ccc(Cl)cc2)C2=C(CC(c3ccccc3)CC2=O)N1 (stereo not given)	1	19	1.7	1.4
Cc1nc2ccc(S(=O)(=O)NC(CC(C)C)C(=O)NCc3cccs3)cc2s1 (stereo not given)	-13	-6	0.0	-0.2
Oc1ccc(Br)cc1C1CC(c2cccc(Br)c2)=NC(c2ccc(F)c(Br)c2)N1 (stereo not given)	1	32*	-0.1	2.4
Cn1cc(S(=O)(=O)N2CCc3ccccc32)cc1C(=O)N1CCOCC1	8	3	-0.1	-0.2
Cc1ccc(NC(=O)CSc2nc(-c3ccc(C)cc3)cn2-c2ccccc2)cc1	14	-14	0.2	0.1
COc1cccc(NC(=O)C2=C(C)NC(=O)NC2c2ccc(N(C)C)cc2)c1 (stereo not given)	14	11	0.0	-1.9
COc1ccc(Cl)cc1N1C(=O)CC(NC(C)(C)C)C1=O (stereo not given)	-2	1	-0.1	1.9
CCOC(=O)C1CCCN(c2c(NCCN3CCOCC3)c(=O)c2=O)C1 (stereo not given)	-15	-16	-0.1	-0.6
Cc1cccc(-c2cn[nH]c2C2CCN(Cc3ccc(CO)o3)CC2)c1	-3	3	-0.1	0.5
CSc1ccccc1NC(=O)CN1CCN(C(C)=O)CC1	2	6	-0.1	0.5
CCC(C)NC(=O)CCn1nc(-c2ccccc2)ccc1=O (stereo not given)	12	-3	0.1	-0.4
COc1cccc(-c2nc3c(c(SCC(N)=O)n2)Cc2c(CO)cnc(C)c2O3)c1	9	3	-0.1	0.5
CCOC(=O)C1=C(C)N=c2s/c(=C\c3ccc(-c4cc([N+](=O)[O-])ccc4Cl)o3)c(=O)n2C1c1c(OC)ccc2ccccc12 (stereo not given)	-2	-14	0.0	2.7
Cc1ccc(C)n1CCN1CCN(C(=S)Nc2ccccn2)CC1	7	-6	-0.3	-0.8
CN1CCN(c2ccc(NC(=O)c3cccnc3Cl)cc2)CC1	12	-2	0.2	-1.1
COc1ccc(CNC2=CC(=O)OC23CCCCC3)cc1	3	13	-0.1	-0.2
COCCNC(=O)c1ccc2c(c1)nc(C)n2-c1ccc(C(C)C)cc1	11	7	0.1	-0.3
O=C(NNS(=O)(=O)c1cccc([N+](=O)[O-])c1)C(=O)NC1CCCCC1	-11	0	-0.3	-0.3
O=C(c1ccc(C(F)(F)F)nc1)N1CCC(c2nc(-c3ccc(F)cc3)no2)CC1	18	0	0.3	1.4
COc1ccc(C)cc1N(CC(=O)Nc1ccc(Br)cc1F)S(C)(=O)=O	24	10	0.1	-0.6
CCOc1cc(/C=N/NC(=O)c2ccncc2)cc(Cl)c1O	-4	5	-0.1	0.6
COc1cccc(/C=N/NC(=O)C(=O)NCc2ccccn2)c1O	-86	4	0.0	-0.6
C=CCn1nnn(C2CC(=O)C3OCC2O3)c1=S (stereo not given)	-1	7	-0.2	1.4
COC(=O)c1cccc(N(C(=O)c2ccco2)C(C(=O)NC2CCCC2)c2ccco2)c1 (stereo not given)	4	-2	0.0	-0.2
CCOc1ccc(-c2nnc3ccc(SCC(=O)OC)nn23)cc1	0	4	0.0	1.4
CCOc1ccc(/C=C2/SC(=O)NC2=S)cc1	-7	1	-0.4	-0.9
Cc1cc(Nc2ccc(Oc3ccccc3)cc2)nc(-c2c(C)nn(C)c2C)n1	7	-14	-0.1	0.0
Cc1cnc(N2CCN(c3ccccn3)CC2)nc1NC1CCN(Cc2ccccc2)CC1	-2	-1	0.0	-0.9
COc1ccc(C(=O)Nc2cc(C(F)(F)F)ccc2OCc2ccccc2)cc1OC	8	1	-0.1	0.8
COc1ccc(C(=O)Nc2ccc(Br)cn2)cc1	-2	-53	0.2	-2.4
CCOC(=O)Cc1ccc(N(Cc2ccc(F)cc2)S(=O)(=O)c2cccc(C(F)(F)F)c2)cc1	-4	2	-0.1	1.4
COCCn1c(C)cc(/C=C(/C#N)c2ccc(C)cc2)c1C	13	-20	-0.3	-0.2
COC(=O)c1ccc(Cl)cc1NC(=O)Nc1nnc(N2CCCCC2)s1	8	-6	-0.1	0.7
CN(CCOc1ccccc1)Cc1nc2ccsc2c(=O)[nH]1	2	-5	0.0	0.9
Cc1cc(N2CCCC(C(=O)NCc3ccc(Cl)cc3)C2)n2ncnc2n1 (stereo not given)	9	2	-0.1	-0.7
CCOc1cc(C(=O)N2CCN=C2SCC)cc(OCC)c1OCC	15	10	0.3	0.4
COC(=O)c1c(C)oc2cc(Br)c(OCc3ccccc3C)cc12	0	12	-0.1	0.4
COc1ccc(CNS(=O)(=O)c2ccc3c(c2)CC(=O)N3)cc1	-3	-8	0.0	1.3
CCCCOCCCNC(=O)c1ccccc1I	0	-2	0.0	0.1
Cc1ccc2c(c1)c(=O)c1ccccc1n2CCCC(=O)N1CCN(c2ccc(Cl)cc2)CC1	-5	-1	0.2	0.3
COC(=O)C(Cc1ccc(O)cc1)NC(=O)C12CC3CC(CC(C3)C1)C2 (stereo not given)	0	-14	0.7	0.7
Fc1ccc(F)c(C2=NNC(=NC3CC3)SC2)c1	1	0	0.2	-2.5
COc1cccc(OCC(=O)Nc2ccc3c(c2)OCC(C)(C)C(=O)N3CC(C)C)c1	9	-4	0.0	1.1
COC(=O)Cn1nc2c3c(C)c(C)sc3ncn2c1=O	0	0	0.0	-0.2
O=C(NCCCN1CCCC1=O)c1cc(N2CCOCC2)nc2ccccc12	-1	8	-0.1	2.5
CC1CC(C(F)F)n2nc(C(=O)Nc3cc(Cl)ccc3C#N)nc2N1 (stereo not given)	5	-12	-0.1	0.0
O=S(=O)(c1cccs1)N1CCN(c2ncnc3sc4c(c23)CCCCC4)CC1	10	2	0.2	1.6
CCN(CC)C(=O)NCc1ccc(S(N)(=O)=O)cc1	19	5	0.2	-0.4
CC1Cc2ccccc2N1S(=O)(=O)c1cccc2cccnc12 (stereo not given)	-3	3	-0.2	-1.1
Nc1ccc(C(=O)OC[C@@H]2CCCN3CCCC[C@H]23)cc1	-10	4	-0.1	-0.9
O=c1c(/C=C(\O)c2ccc(F)cc2)nc2ccccc2n1-c1ccccc1	-11	2	0.7	-0.7
CN(C)c1ccc(CCNC(=O)c2ccc(Cl)c(Cl)c2)cc1	-10	-1	0.0	-1.1

As entered above.
In TEAD-YAP block, CN(C)c1ccc(CCNC(=O)c2ccc(Cl)c(Cl)c2)cc1 reads -1
In MITF inh, O=C(NCCCN1CCCC1=O)c1cc(N2CCOCC2)nc2ccccc12 reads -1
In GPR151 ag, COc1cccc(OCC(=O)Nc2ccc3c(c2)OCC(C)(C)C(=O)N3CC(C)C)c1 reads 1.1
In GPR151 ag, CC1CC(C(F)F)n2nc(C(=O)Nc3cc(Cl)ccc3C#N)nc2N1 (stereo not given) reads 0.0
In MITF inh, CC1Cc2ccccc2N1S(=O)(=O)c1cccc2cccnc12 (stereo not given) reads -3
In GPR151 ag, COC(=O)Cn1nc2c3c(C)c(C)sc3ncn2c1=O reads -0.2
